ABHD5 PLIN5 PPI – inhibitors of human ABHD5-perilipin-5 interaction; Q00G26+Q8WTS1; Split G. princeps luciferase complementation, luminescence, 4 h; inhibition, % at 4 µM; 360,000 tested, 0.78% active;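 active means inhibition above the mean inhibition across every tested compound plus 3 SD, cut at about 22% in these data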;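 further: 0% = DMSO only wells and the 100% control is not disclosed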
MC4R antag cAMP – antagonists of human melanocortin 4 receptor (MC4R) | P32245 | MC4R-expressing cells, MTII-stimulated cAMP, LANCE TR-FRET | 360,000 tested, 0.48% active | inhibition, % at 6.5 µM;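 active means inhibition above its plate's cutoff, the mean of tested wells on that plate plus 3 SD, cut at about 29% in these data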;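 further: 0% = Melanotan II alone and 100% = Melanotan II plus saturating MCL0020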
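Assay system: human MC4R-expressing U2OS cells; reagent: Melanotan II stimulation of cells; dosing: 6.5 µM single dose; timing: compound 30 min, challenge 1 h, detection 1 h; signal: TR-FRET cAMP assay; replicates: one well per compound, no replicates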
ABCB6 inh MLPCN – blocks the human ABCB6 transporter. Q9NP58. AID 602162. 360,000 tested, 0.19% active. K562-ABCB6 porphyrin accumulation, flow cytometry, 1 h; stronger effect = lower value. fluorescence ratio to DMSO, % at 10 µM;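 active means fluorescence ratio to DMSO below 75%, the collection mean minus 3 SD; inconclusive means too few cells collected in the well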;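 further: signal is porphyrin accumulated inside mitochondria; 100% equals median channel fluorescence of DMSO control wells; lower ratio means ABCB6 inhibition with less porphyrin fluorescence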
Target sequence (Q9NP58 whole entry, looked up): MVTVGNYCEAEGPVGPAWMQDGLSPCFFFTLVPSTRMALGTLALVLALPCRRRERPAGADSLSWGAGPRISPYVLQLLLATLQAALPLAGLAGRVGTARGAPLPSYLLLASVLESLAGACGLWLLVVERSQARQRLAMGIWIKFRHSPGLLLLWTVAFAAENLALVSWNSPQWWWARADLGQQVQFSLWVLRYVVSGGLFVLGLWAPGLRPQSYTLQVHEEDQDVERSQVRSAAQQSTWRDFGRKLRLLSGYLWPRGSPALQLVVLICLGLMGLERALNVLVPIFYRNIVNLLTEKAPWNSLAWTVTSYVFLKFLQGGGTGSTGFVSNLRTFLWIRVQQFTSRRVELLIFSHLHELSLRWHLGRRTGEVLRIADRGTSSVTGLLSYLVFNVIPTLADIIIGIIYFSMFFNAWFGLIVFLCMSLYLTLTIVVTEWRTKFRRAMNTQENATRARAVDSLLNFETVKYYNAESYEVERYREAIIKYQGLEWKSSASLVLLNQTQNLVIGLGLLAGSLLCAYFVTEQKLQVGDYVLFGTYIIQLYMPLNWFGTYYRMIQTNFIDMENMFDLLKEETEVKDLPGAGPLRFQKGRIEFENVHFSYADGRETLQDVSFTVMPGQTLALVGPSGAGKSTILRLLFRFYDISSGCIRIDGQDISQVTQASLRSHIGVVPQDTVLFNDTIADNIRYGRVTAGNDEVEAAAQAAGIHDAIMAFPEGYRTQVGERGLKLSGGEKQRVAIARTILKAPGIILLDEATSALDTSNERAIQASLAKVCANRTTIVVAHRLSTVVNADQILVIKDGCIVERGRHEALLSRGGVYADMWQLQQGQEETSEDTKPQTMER
Exocytosis inh – lytic granule exocytosis inhibition | TALL-104 LAMP-1 surface exposure, flow cytometry; cells stimulated with thapsigargin and PMA | inhibition, % at 10 µM | 360,000 tested, 0.66% active | AID 651702;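 active means inhibition above about 55%, limit read from the data; inconclusive means no clear call, values can overlap the other calls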
NOD2 RIPK2 PPI – inhibitors of human NOD2-RIPK2 interaction. AID 624267. 360,000 tested, 0.38% active. O43353. CHO BLA complementation NOD2-RIPK2, CCF4 ratio. inhibition, % at 4.98 µM; in the data active means inhibition above about 21%;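 further: 0% = vehicle only and 100% = reference blocker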
Vif imaging – blocks HIV Vif function | HEK293T cells, Vif self-association by quenched fluorescence, imaging, 24 h | inhibition, % at 7.49 µM | 340,000 tested, 0.35% active | AID 602346; in the data active means inhibition above about 50%, passing the limit was not always enough; inconclusive means no clear call, values can overlap the other calls; inactive means below about 31%; further: some results filed as inactive read as strong as hits
Glyco luc inh – N-linked glycosylation inhibition; D54 ERlucT glycosylation luciferase reporter, 24 h; percent of 100 nM tunicamycin response; AID 588692; 360,000 tested, 0.23% active; reporter increase, % at 12.5 µM;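 active means mean luciferase reporter signal, scaled so untreated is 0 and the glycosylation-blocking control 100, at or above a set limit in every replicate; inconclusive means mean reaches the limit but not every replicate does; inactive means mean below the limit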;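 further: luciferase carries N-glycosylation sites so blocking glycosylation raises the light; 0% = median of neutral control wells and 100% = median of 100 nM tunicamycin wells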
MC4R barr agon – agonists of human melanocortin 4 receptor (MC4R) beta-arrestin | activation, % at 8.9 µM | U2OS MC4R beta-arrestin complementation, luminescence; percent of melanotan II response, DMSO zero | AID 540308 | 360,000 tested, 0.98% active;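 active means activation above a per-plate cutoff, the mean activation of sample wells on that plate plus 3 SD, cut at about 8% in these data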
aDG glyco up – alpha-DG glycosylation activation; activation, % at 10 µM; AID 624168; Pro5-aDG cells, alpha-DG glycosylation AlphaScreen (IIH6); 0% Pro5, 100% B10-LARGE cell signal; 360,000 tested, 0.22% active;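 active means activation of at least 8% versus controls, or a plate z-score of at least 8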;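 further: Pro5 are CHO cells carrying HIG-tagged alpha-DG that lacks glycosylation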
TLR9-MyD88 inh – blocks human TLR9 binding to MyD88. Q9NR96+Q99836. CHO BLA complementation TLR9-MyD88, CCF4 FRET ratio. inhibition, % at 4.98 µM. 340,000 tested, 0.21% active. AID 504734;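 active means inhibition above the mean over all tested compounds plus 3 SD, cut at about 21% in these data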;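 further: 0% = DMSO only wells and 100% = clavulanate BLA inhibitor control wells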
Starred values were filed as active, the others as inactive; ? = inconclusive; . = not tested or not shown. The list is partial, so the mix of outcomes need not match the whole.

nr	SMILES	ABHD5 PLIN5 PPI	MC4R antag cAMP	ABCB6 inh MLPCN	Exocytosis inh	NOD2 RIPK2 PPI	Vif imaging	Glyco luc inh	MC4R barr agon	aDG glyco up	TLR9-MyD88 inh
1	O=C(CSc1nnnn1C1CCCC1)Nc1ccccc1N1CCOCC1	3	21	86	-4	-5	5	-1	3.3	0.0	0
2	COc1ccc(NC(=S)NC(C)c2ccncc2)cc1OC (stereo unspecified)	2	-5	98	-1	-5	-2	0	-1.7	0.0	-11
3	CCc1nnc(NC(=O)CSc2nnc(-c3ccc(S(=O)(=O)N4CCCC4)cc3)n2CC)s1	0	7	91	-2	-8	0	2	-2.2	-0.1	-1
4	O=C(Nc1cccc2ccccc12)C(=O)C1C(=O)Nc2ccccc21 (stereo unspecified)	-2	1	96	0	-19	-6	0	1.7	-0.1	-15
5	OCC[C@@H]1C[C@H](O)[C@@H](O)[C@@]2(CCc3ccccc3CO2)O1	2	6	94	3	-4	-2	2	0.7	-0.2	-4
6	N#CCC(=O)Nc1cc(C(F)(F)F)ccc1N1CCOCC1	1	9	98	2	2	-12	0	-1.6	0.2	-8
7	CCOc1ccc(Nc2ccc([N+](=O)[O-])c3nonc23)cc1	8	0	104	-5	-3	-7	-2	-3.0	0.3	-14
8	CCOC(=O)NC(NCCc1ccccc1)(C(F)(F)F)C(F)(F)F	-5	12	105	-3	1	8	2	3.7	0.4	-18
9	COC(=O)c1c(-c2ccccc2)csc1NC(=O)C1CC=CCC1C(=O)O (stereo unspecified)	-6	15	101	1	-14	0	2	-0.8	-0.3	5
10	CCc1ccc(C2C(C#N)=C(N)Oc3n[nH]c(CC(=O)OC)c32)cc1 (stereo unspecified)	2	17	107	1	-16	.	0	-0.9	-0.1	-4
11	CN(C)CCCNC(=S)N(CCCO)Cc1cc2cc3c(cc2[nH]c1=O)OCO3	0	-2	98	-4	1	-7	2	-1.1	-0.1	-2
12	CC1=CC(C)(C)N(C(=O)CNC2CCCC2)c2cc(C)ccc21	0	0	103	2	4	3	-3	-0.8	0.6	-8
13	CCN(CC(=O)Nc1c(C(=O)OC)[nH]c2ccc(Cl)cc12)c1ccc2c(c1)OCO2	12	-11	113	-4	5	-24	-4	-2.2	-0.6	-4
14	COc1cccc(NC(=O)CSc2nc(=O)n(Cc3ccncc3)c3c2CCCC3)c1	3	-2	97	-8	6	-8	-1	-2.5	0.0	-6
15	COCc1ccc(CN2CCCC(CO)(Cc3ccccc3C)C2)o1 (stereo unspecified)	5	-3	103	-4	-5	-2	2	0.3	-0.2	-8
16	COc1cc(/C=C/C(=O)OCC(=O)NCc2ccc(F)cc2)ccc1O	6	-10	96	-4	-9	10	18	-0.6	-0.4	-10
17	O=C(NCc1ccco1)c1c2c(nc3ccccc13)CCC2	20	6	74*	0	-12	.	-1	-2.7	0.4	-4
18	CCN(CC)c1ccc2cc(S(=O)(=O)c3ccc(C)cc3)c(=O)oc2c1	-4	21	98	5	-11	-1	-2	-2.9	1.9	-1
19	COc1ccccc1N1CCN(C(=S)NC(=O)c2ccc([N+](=O)[O-])cc2)CC1	-3	17	101	?	-1	0	5	-0.4	0.4	-20
20	CSCCC(NS(=O)(=O)c1ccccc1F)C(=O)NCCCn1nc(C)cc1C (stereo unspecified)	-1	7	102	-5	-2	-11	-1	0.1	0.1	0
21	CSc1cccc(NC(=O)N2CCN(C)CC2)c1	2	-7	100	3	1	-8	2	-1.2	0.0	-3
22	N=c1oc2ccc(Br)cc2cc1C(=O)NC1CCCCCC1	2	17	97	2	-1	-4	9	-1.1	0.4	-20
23	Cc1cccc(-c2noc(CCCC(=O)Nc3cccnc3)n2)c1	0	11	98	1	-4	-1	-1	-1.0	0.0	-11
24	Cc1cc(C)n(CCNC(=O)c2cc(COc3ccc(F)cc3Cl)on2)n1	3	8	101	0	3	4	1	-2.4	-0.1	1

3 entries out of the list above, ordered by their value in ABHD5 PLIN5 PPI, largest number first:
nr	Structure	ABHD5 PLIN5 PPI	MC4R antag cAMP	ABCB6 inh MLPCN	Exocytosis inh	NOD2 RIPK2 PPI	Vif imaging	Glyco luc inh	MC4R barr agon	aDG glyco up	TLR9-MyD88 inh
24	Cc1cc(C)n(CCNC(=O)c2cc(COc3ccc(F)cc3Cl)on2)n1	3	8	101	0	3	4	1	-2.4	-0.1	1
22	N=c1oc2ccc(Br)cc2cc1C(=O)NC1CCCCCC1	2	17	97	2	-1	-4	9	-1.1	0.4	-20
20	CSCCC(NS(=O)(=O)c1ccccc1F)C(=O)NCCCn1nc(C)cc1C (stereo unspecified)	-1	7	102	-5	-2	-11	-1	0.1	0.1	0

(listing goes on)
nr	SMILES	ABHD5 PLIN5 PPI	MC4R antag cAMP	ABCB6 inh MLPCN	Exocytosis inh	NOD2 RIPK2 PPI	Vif imaging	Glyco luc inh	MC4R barr agon	aDG glyco up	TLR9-MyD88 inh
25	COc1ccc(-n2c(C)cc(=O)c3c2CC(C)(C)CC3=O)cc1	1	1	89	-2	-10	.	0	-1.8	-0.1	5
26	Cn1c(Oc2ccccc2NCc2cc(Br)ccc2O)cc(=O)n(C)c1=O	-8	3	94	1	-8	-2	0	-1.1	-0.5	-6
27	Cc1sc2ncn(CC(=O)N3CCOCC3)c(=O)c2c1-c1ccccc1	13	5	96	5	-14	4	1	2.0	0.2	2
28	COc1cccc(/C=N/n2c(-c3cc(C)[nH]n3)n[nH]c2=S)c1O	0	0	92	2	4	-5	2	2.1	0.3	-6
29	O=C1C(Cl)=C(N2CCN(c3ccccc3[N+](=O)[O-])CC2)C(=O)c2ccccc21	-7	-14	132	47	-3	1	22	-2.1	-0.4	-4
30	CC(C)c1ccc([N+](=O)[O-])cc1S(=O)(=O)N1CCN(C)CC1	8	0	72*	-3	3	8	-1	-0.8	-0.1	0
31	C/C(=N\NC(=O)c1c(Br)c(C)nn1C)c1ccc(NC(=O)C(C)Oc2ccc(Cl)cc2C)cc1 (stereo unspecified)	1	0	187	13	13	.	-2	2.6	0.9	9
32	C[C@@H]1CCCCO[C@H](CN(C)Cc2ccc(C(=O)O)cc2)[C@@H](C)CN([C@H](C)CO)C(=O)c2cc(N(C)C)ccc2O1	6	6	98	1	0	1	1	2.0	-0.3	-9
33	CC(=O)c1sc(-c2ccccc2)nc1C	-3	8	99	4	3	12	-2	-1.7	0.6	8
34	OC1CCN(Cc2ccc(OCc3ccccc3)cc2)CC1	1	6	100	3	11	-4	-11	0.2	0.1	15
35	CCCn1nnnc1NC(=O)COc1ccc(Cl)cc1C	1	6	98	8	4	0	-1	-2.5	-0.1	-6
36	CC(=O)Nc1sc(C)c(C)c1C(=O)OCC(=O)N(C)C1CCS(=O)(=O)C1 (stereo unspecified)	-1	0	100	-7	-3	15	3	-0.1	-0.4	-5
37	C=CCN(c1ccccc1)S(=O)(=O)c1cccc(C(=O)NCc2ccncc2)c1	-5	19	102	-2	-8	-13	-1	-1.6	0.6	-4
38	CCC(=O)NC(c1ccc(C)cc1)c1cc([N+](=O)[O-])c2cccnc2c1O (stereo unspecified)	7	0	104	-2	-11	-4	0	-3.0	0.1	1
39	CC(C)(C)S(=O)N1Cc2cc(C(=O)NCc3ccc(Oc4ccccc4)cc3)nc(-c3cccc(-c4cc5ccccc5o4)c3)c2[C@@H]1CCO (stereo partly specified)	7	.	100	-1	4	.	-3	.	0.3	.
40	Cc1cc(C)cc(NC(=S)N(CCN(C)C)C(C)c2cccnc2)c1 (stereo unspecified)	3	-1	101	4	-8	7	-1	1.9	-0.1	2
41	OC(c1ccc2c(c1)OCO2)c1ncc(-c2ccc(Cl)cc2)[nH]1 (stereo unspecified)	-1	-3	97	-5	1	.	-3	1.8	0.5	.
42	Cn1c(=O)c2[nH]c(=S)n(Cc3ccccc3)c2n(C)c1=O	-3	5	88	-1	-7	-4	2	-2.4	0.2	1

Compounds from the list above that contain an aryl methoxy group:
nr	SMILES	ABHD5 PLIN5 PPI	MC4R antag cAMP	ABCB6 inh MLPCN	Exocytosis inh	NOD2 RIPK2 PPI	Vif imaging	Glyco luc inh	MC4R barr agon	aDG glyco up	TLR9-MyD88 inh
2	COc1ccc(NC(=S)NC(C)c2ccncc2)cc1OC (stereo unspecified)	2	-5	98	-1	-5	-2	0	-1.7	0.0	-11
14	COc1cccc(NC(=O)CSc2nc(=O)n(Cc3ccncc3)c3c2CCCC3)c1	3	-2	97	-8	6	-8	-1	-2.5	0.0	-6
16	COc1cc(/C=C/C(=O)OCC(=O)NCc2ccc(F)cc2)ccc1O	6	-10	96	-4	-9	10	18	-0.6	-0.4	-10
19	COc1ccccc1N1CCN(C(=S)NC(=O)c2ccc([N+](=O)[O-])cc2)CC1	-3	17	101	?	-1	0	5	-0.4	0.4	-20
25	COc1ccc(-n2c(C)cc(=O)c3c2CC(C)(C)CC3=O)cc1	1	1	89	-2	-10	.	0	-1.8	-0.1	5
28	COc1cccc(/C=N/n2c(-c3cc(C)[nH]n3)n[nH]c2=S)c1O	0	0	92	2	4	-5	2	2.1	0.3	-6

Screening data (PubChem)
